DNMT1 inh = blocks human DNA methyltransferase DNMT1 | DNMT1 molecular beacon, Hinp1I cleavage, fluorescence | inhibition (reported as % activation of signal), % at 10 µM | hit rate 0.83% among 360,000 | AID 588458; in the data active = inhibition above about 50%
Target sequence (P26358 504-1616 limits assumed): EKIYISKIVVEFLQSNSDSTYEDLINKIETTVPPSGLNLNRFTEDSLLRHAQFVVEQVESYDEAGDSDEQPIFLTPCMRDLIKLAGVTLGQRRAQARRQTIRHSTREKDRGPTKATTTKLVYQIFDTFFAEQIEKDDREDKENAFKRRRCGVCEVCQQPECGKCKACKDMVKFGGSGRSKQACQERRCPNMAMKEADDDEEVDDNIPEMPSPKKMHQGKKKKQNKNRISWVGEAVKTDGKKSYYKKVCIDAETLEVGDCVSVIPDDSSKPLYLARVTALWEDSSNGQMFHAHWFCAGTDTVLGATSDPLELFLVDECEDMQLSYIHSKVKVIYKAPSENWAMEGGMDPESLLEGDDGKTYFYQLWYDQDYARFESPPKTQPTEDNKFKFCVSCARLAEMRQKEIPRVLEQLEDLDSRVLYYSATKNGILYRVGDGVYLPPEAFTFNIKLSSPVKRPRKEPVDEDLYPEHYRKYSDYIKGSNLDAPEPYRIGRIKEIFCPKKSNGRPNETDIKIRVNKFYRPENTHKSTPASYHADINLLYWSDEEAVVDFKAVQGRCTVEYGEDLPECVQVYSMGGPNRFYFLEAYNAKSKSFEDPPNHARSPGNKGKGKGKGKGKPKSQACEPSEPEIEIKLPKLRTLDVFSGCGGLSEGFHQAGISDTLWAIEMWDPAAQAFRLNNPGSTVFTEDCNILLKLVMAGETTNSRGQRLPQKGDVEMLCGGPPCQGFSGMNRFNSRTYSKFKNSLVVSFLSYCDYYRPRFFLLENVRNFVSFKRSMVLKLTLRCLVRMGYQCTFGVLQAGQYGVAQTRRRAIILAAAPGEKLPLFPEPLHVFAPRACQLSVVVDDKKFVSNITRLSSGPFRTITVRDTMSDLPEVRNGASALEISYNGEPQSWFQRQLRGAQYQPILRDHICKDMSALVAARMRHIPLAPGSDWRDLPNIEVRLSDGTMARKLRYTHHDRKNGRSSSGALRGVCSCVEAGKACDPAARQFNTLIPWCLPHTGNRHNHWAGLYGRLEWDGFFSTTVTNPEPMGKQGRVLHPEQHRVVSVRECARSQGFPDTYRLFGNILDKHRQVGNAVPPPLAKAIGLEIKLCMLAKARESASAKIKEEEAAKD
SUMO1-SIM PPI = SUMO1-SIM interaction modulation; P63165; SUMO1 binding to a labelled peptide, TR-FRET, 1 h; inhibition, % at 20 µM; hit rate 0.33% among 360,000; in the data active = inhibition above about 37%
STEP inh = STEP (human) phosphatase inhibition. P54829. recombinant STEP, OMFP fluorogenic substrate, fluorescence. inhibition, % at 20 µM. hit rate 0.25% among 360,000. AID 588621;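 active = inhibition at 20 µM, scaled per plate between control wells, above about 37%, limit read from the data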;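 also: 0% = DMSO with enzyme and substrate and 100% = substrate only without enzyme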
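Assay system: isolated STEP enzyme / Timing: 20 min at room temperature, dark / Doses: 20 µM, 1% DMSO / Technique: fluorescence intensity, excitation 480 nm, emission 540 nm / Reagent: fluorogenic phosphatase substrate OMFP at 25 µM final / Measure: percent inhibition scaled to no-enzyme and uninhibited-enzyme controls, plate-pattern corrected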
CendR NRP1 mod = NRP-1/CendR interaction modulation. FAM-RPARPAR peptide binding to NRP-1, fluorescence polarization. inhibition, % at 25 µM. hit rate 0.85% among 360,000. AID 602438;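 active = inhibition or corrected inhibition above about 18%, plus a signal ratio from 0.5 to 1.5, limit read from the data, passing the limit was not always enough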; also: strong numbers were not always called active
E coli Lon inh = inhibits E. coli Lon protease | purified E. coli Lon protease, fluorescence polarization | inhibition, % at 7.94 µM | hit rate 0.42% among 360,000; in the data active = inhibition above about 13%, passing the limit was not always enough;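 also: 0% = enzyme with probe and DMSO and 100% = no enzyme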
Scp-1 inhibitor = inhibitors of human Scp-1 phosphatase | Recombinant Scp1, phosphopeptide, malachite green phosphate absorbance | inhibition, % at 20 µM | hit rate 0.88% among 340,000;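 active = inhibition above about 50% at 20 µM, limit read from the data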;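 also: plate controls were DMSO wells with enzyme for no effect and wells lacking enzyme for full effect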
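Times: enzyme reaction 45 min at room temperature, colour 5 min, stabilisation 30 min. Material: SCP-1 catalytic fragment, aa 76-261. Medium: Acidic Tris acetate buffer with magnesium and detergent. Signal: colorimetric free-phosphate detection, absorbance 630 nm. Read-out basis: % inhibition of SCP-1 phosphate liberation. Reagent: Phosphorylated 17-residue peptide substrate.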
MsrA inhibitor = bovine MsrA inhibition | inhibition, % at 15.5 µM | purified bovine MsrA, absorbance read-out | AID 651718 | hit rate 0.75% among 360,000; in the data active = inhibition above about 4.5%;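 also: 0% = vehicle wells with enzyme and 100% = reference inhibitor wells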
MsrA act = activators of bovine methionine sulfoxide reductase A | purified bovine MsrA, absorbance read-out | activation, % at 10.6 µM | hit rate 0.3% among 360,000; in the data active = activation above about 7.5%;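 also: 0% = vehicle and 100% = reference activator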
TbMetRS inhib = blocks T. brucei methionyl-tRNA synthetase activity. hit rate 0.4% among 360,000. AID 624268. inhibition, % at 11.9 µM. purified T. brucei MetRS, ATP depletion, Kinase-Glo luminescence;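 active = inhibition above a per-plate cutoff of the control wells' mean inhibition plus 3 SD, cut at about 5.5% in these data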;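 also: 0% = DMSO wells median and 100% = median of wells with control inhibitor compound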
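Material: T. brucei methionyl-tRNA synthetase, purified; reagent: substrates ATP, L-methionine and bulk Escherichia coli tRNA; dosing: 11.9 µM single point; timing: 15 min plus 2 h at 25 °C; detection: luminescence of leftover ATP; evaluation: % inhibition; control set: DMSO-only wells as low control; replicates: singlicate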
LMPTP inh = LMPTP (human) inhibition. P24666. hit rate 0.22% among 360,000. inhibition, % at 20 µM. recombinant LMPTP-A, OMFP fluorogenic substrate, fluorescence intensity;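 active = compounds that cut the enzyme signal by at least half of the control window in the single-dose screen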;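 also: plate controls were DMSO wells with enzyme plus substrate for no effect and substrate without enzyme for full effect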
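Buffer or medium: Bis-Tris pH 6.0, DTT, detergent; Assay system: LMPTP-A enzyme; Quantity: 0.625 nM enzyme; Detection: endpoint fluorescence intensity; Times: 50 min dark incubation at room temperature; Controls: substrate-only low control, DMSO enzyme-plus-substrate high control; Doses: single 20 µM dose; Read-out: percent inhibition versus substrate-only and uninhibited controls; Reagent: 400 µM OMFP.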
* hit, by the source's call; nt = not tested or not shown. Rows were taken by chance, and some 4.3% of all compounds hit somewhere here.

SMILES	DNMT1 inh	SUMO1-SIM PPI	STEP inh	CendR NRP1 mod	E coli Lon inh	Scp-1 inhibitor	MsrA inhibitor	MsrA act	TbMetRS inhib	LMPTP inh
Cc1ccc2nc(SCC(=O)NCc3ccc4c(c3)OCO4)nc(=O)n2c1	2	1	3	9	-9	-3	3.1	-5	-0.2	-0.2
COc1ccc(C(C(N)=O)c2ncc(C(F)(F)F)cc2Cl)cc1 (stereo not drawn)	4	2	-3	4	0	-1	1.3	-2	0.2	-1.7
Oc1[nH]c2ccccc2c1N=Nc1ccccc1	-2	-6	-4	134	0	-5	-0.3	1	-0.1	1.9
CCc1ccccc1NC(=O)CSc1ncn[nH]1	4	-1	-1	-1	1	-8	-0.4	-4	0.3	-1.0
O=C(N/N=C/c1cccs1)c1n[nH]c2c1CCC2	17	-10	-4	-2	9	-2	2.7	-6	0.1	-1.7
O=C(COC(=O)c1cc(S(=O)(=O)Nc2ccccc2Cl)ccc1O)Nc1nc2ccccc2s1	0	17	-2	-2	3	-11	0.3	-5	-0.1	0.9
CCOc1ccc(CC(=O)Nc2nccs2)cc1	1	7	-3	3	0	-2	1.0	-2	-0.2	-0.9
O=C(CSc1ncn[nH]1)Nc1ccccc1Sc1ccccc1	-1	0	2	2	-7	-4	2.5	-5	-0.7	-0.1
NNc1ccc2nncn2n1	1	-4	1	8	8	-8	-0.2	-2	-0.5	-1.6
Nc1nc2nc(-c3ccc(OCc4ccccc4)cc3)cc(C(F)(F)F)n2n1	0	33	-3	-5	1	3	0.2	-10	-1.1	-1.4
CCC1Oc2ccc(C)cc2N(CC(=O)N(Cc2cccnc2)Cc2ccc(C)o2)C1=O (stereo not drawn)	2	-3	1	-2	3	0	-0.1	-8	-1.2	2.3
CCNC(=O)CC1C(=O)N(c2ccc(C)cc2)C(=O)N1CCOC (stereo not drawn)	1	-6	0	1	1	-9	-1.0	-1	0.4	-0.3
COc1cc(C(=S)N2CCCCC2)ccc1O	8	6	98*	2	8	0	1.0	-4	-1.4	0.3
COc1ccc(C(=O)NCC(=O)O)cc1	4	0	-2	1	-8	0	-0.5	-6	-0.9	-1.3
O=C(c1cccc2cccc(O)c12)N1CCCCC1	-3	-4	-1	7	6	-5	-0.8	-4	0.0	-0.5
Cc1ccc(S(=O)(=O)Nc2ccc3c(c2)nc(CCN2CCCC2)n3C)cc1	-6	5	-2	0	-11	-1	0.3	-5	-0.8	7.9
O=C(NC(c1ccc(-c2ccccc2)cc1)c1cnccn1)C1CCN(Cc2cccc(C(F)(F)F)c2)CC1 (stereo not drawn)	-21	0	4	0	7	nt	nt	1	0.3	1.0
CNc1oc(-c2ccc(Cl)cc2)nc1P(=O)(c1ccccc1)c1ccccc1	-12	0	3	9	-4	-6	1.0	-3	0.2	3.4
COc1ccc(C2N=C(c3ccccc3)C(C)(C)N2O)cc1OC (stereo not drawn)	0	-5	-2	-5	0	-6	0.5	-4	-0.2	-1.4
CNC(=O)Nc1nnc(C(C)(C)C)s1	-3	-2	-2	1	-2	4	1.1	-4	-0.6	-0.1

Rewritten bar-delimited: part of the list above.
Molecule | DNMT1 inh | SUMO1-SIM PPI | STEP inh | CendR NRP1 mod | E coli Lon inh | Scp-1 inhibitor | MsrA inhibitor | MsrA act | TbMetRS inhib | LMPTP inh
Cc1ccc2nc(SCC(=O)NCc3ccc4c(c3)OCO4)nc(=O)n2c1 | 2 | 1 | 3 | 9 | -9 | -3 | 3.1 | -5 | -0.2 | -0.2
COc1ccc(C(C(N)=O)c2ncc(C(F)(F)F)cc2Cl)cc1 (stereo not drawn) | 4 | 2 | -3 | 4 | 0 | -1 | 1.3 | -2 | 0.2 | -1.7
Oc1[nH]c2ccccc2c1N=Nc1ccccc1 | -2 | -6 | -4 | 134 | 0 | -5 | -0.3 | 1 | -0.1 | 1.9
CCc1ccccc1NC(=O)CSc1ncn[nH]1 | 4 | -1 | -1 | -1 | 1 | -8 | -0.4 | -4 | 0.3 | -1.0
O=C(N/N=C/c1cccs1)c1n[nH]c2c1CCC2 | 17 | -10 | -4 | -2 | 9 | -2 | 2.7 | -6 | 0.1 | -1.7
O=C(COC(=O)c1cc(S(=O)(=O)Nc2ccccc2Cl)ccc1O)Nc1nc2ccccc2s1 | 0 | 17 | -2 | -2 | 3 | -11 | 0.3 | -5 | -0.1 | 0.9
CCOc1ccc(CC(=O)Nc2nccs2)cc1 | 1 | 7 | -3 | 3 | 0 | -2 | 1.0 | -2 | -0.2 | -0.9
O=C(CSc1ncn[nH]1)Nc1ccccc1Sc1ccccc1 | -1 | 0 | 2 | 2 | -7 | -4 | 2.5 | -5 | -0.7 | -0.1
NNc1ccc2nncn2n1 | 1 | -4 | 1 | 8 | 8 | -8 | -0.2 | -2 | -0.5 | -1.6

The listing continues.
SMILES	DNMT1 inh	SUMO1-SIM PPI	STEP inh	CendR NRP1 mod	E coli Lon inh	Scp-1 inhibitor	MsrA inhibitor	MsrA act	TbMetRS inhib	LMPTP inh
CC(=O)Nc1ccc(NC(=O)CSc2nnnn2-c2ccc(F)cc2)cc1	-4	-6	-2	14	-1	-3	-1.0	0	-0.7	-2.6
CCN(CC)CC(=O)Nc1ccc([N+](=O)[O-])cc1	4	-15	-2	2	-10	1	3.0	-7	0.6	0.4
O=C(NCCNC(=O)Oc1cccc2ccccc12)Oc1cccc2ccccc12	-29	-6	-3	5	4	-5	-0.1	-1	-0.2	0.3
C=CCCCCCCCCC(=O)Nc1c[nH]c(=O)[nH]c1=O	-1	-2	1	-2	-14	-8	-1.2	-2	-0.1	-1.1
CCOC(=O)c1ccc(S(=O)(=O)NCCNCc2ccccc2)cc1	-25	-2	0	6	0	2	0.5	-8	-0.3	-2.6
CCCC(C)c1nc(C(N)=O)c2[nH]c(=O)n(-c3ccc(OC)c(OC)c3)c2n1 (stereo not drawn)	1	9	-1	-3	2	-6	0.3	-10	-0.8	-0.1
O=c1cc(O)c2sc(Nc3ccc(F)cc3)nc2[nH]1	-20	5	2	-34	-32	4	1.1	-5	0.8	-2.5
CC(=O)c1cccc(CN2CCN(Cc3ccccc3)C(CCO)C2)c1 (stereo not drawn)	1	0	-3	6	-15	-5	-1.2	3	-0.4	-1.4
COc1ccccc1/C=C/C(=O)NCC(=O)N/N=C/c1cccnc1	7	-14	-1	9	-7	-5	0.5	-6	-0.6	-1.1
CCc1ccc(C2(O)CC(C(F)(F)F)=NN2C(=O)Cc2ccc([N+](=O)[O-])cc2)cc1 (stereo not drawn)	-6	1	1	-2	-3	-5	0.6	-1	-0.4	4.2
CC(NC(N)=O)C(=O)OCC(=O)c1ccc(-c2ccccc2)cc1 (stereo not drawn)	-9	-2	-3	1	4	3	1.4	-3	-0.1	0.3
O=C(O)c1cccc(S(=O)(=O)Nc2ccc(N3CCCCC3)cc2)c1	-2	-2	-2	-4	-3	-3	0.2	-2	0.3	-0.9
COc1ccc(CN2C(=O)c3cccc4cccc2c34)cc1F	7	-16	9	0	12	7	-0.3	-3	0.0	3.9
Cc1nn(-c2ccccc2)c2c1C(=O)N(c1ccccc1)C(=O)C(C)(C)C2	1	-4	1	7	-1	-7	-0.6	0	-1.2	-0.8
CC(C)C(NC(=O)c1ccc(C(C)(C)C)cc1)C(=O)NCCc1ccccn1 (stereo not drawn)	1	1	12	3	5	-12	0.2	-2	0.3	-1.4
CC(C)C(=O)Nc1ccc(-c2csc(-c3ccccc3)n2)cc1	-3	-6	1	-11	0	-14	0.3	-3	-0.1	-0.3
CCOC(=O)c1ccc(Oc2ccc(C(F)(F)F)cn2)cc1	-3	3	2	3	0	-7	-0.3	0	0.6	0.7
COc1cccc(NC(=O)N2CCCC2C(=O)NC2CC2)c1 (stereo not drawn)	4	0	-1	-2	1	-4	0.2	-12	-0.9	-2.2
O=C(O)CC/C(=N\NC(=O)c1ccncc1)c1ccccc1	-2	1	-1	2	-6	0	0.9	6	-0.3	-0.4
S=C(NNC(=S)Nc1ccc(Cl)cc1)NNc1ccccc1	-7	0	9	11	1	nt	-0.1	2	0.0	20
CCN(CC)C(=O)CSc1nc(O)c(Cc2ccc(OC)cc2)c(=O)[nH]1	2	5	-3	-8	9	8	1.9	-7	-1.0	-0.7
O=C(Cn1nc(Cc2cccnc2)c2ccccc2c1=O)Nc1cccnc1Cl	-2	-1	1	13	-4	1	-1.0	-2	-0.3	-0.8
COCCNC(=O)C1(C)CCCN(C(=O)c2ccccc2)C1 (stereo not drawn)	5	6	1	6	-12	nt	0.9	-2	-0.2	-2.2
CCS(=O)(=O)c1nc(S(=O)(=O)c2ccc(Cl)cc2)c(NCc2ccccn2)s1	5	-6	0	-15	3	0	-0.1	-5	-0.4	0.3
CCCc1nc(SCC(=O)NCC2CCCO2)c2c(=O)n(C)c(=O)n(C)c2n1 (stereo not drawn)	0	5	0	-2	-5	-2	-1.0	2	-0.2	0.1
CC(=O)Nc1ccc(NC(=O)C2CCCN(c3nnc(-n4cccc4)s3)C2)cc1 (stereo not drawn)	-3	4	0	-14	7	7	0.8	-1	0.0	1.8
COc1ccc(CCNC(=O)c2ccc3c(c2)SC2=NS(=O)(=O)CCN23)cc1	1	-1	-2	-12	-9	-5	-0.2	-3	0.0	1.3
CC1(C)CC2CC(C)(CN2S(=O)(=O)c2ccc(C(=O)Nc3ccc(Cl)c(S(=O)(=O)N4CCOCC4)c3)cc2)C1 (stereo not drawn)	-7	3	2	10	-7	-20	-0.4	-11	-1.0	2.3
Cc1nn(-c2ccccc2)c(C)c1C(=O)N1CCN(S(=O)(=O)c2ccccc2)CC1	-2	4	-1	2	-9	-5	-0.2	0	-0.5	-1.2
OC(CN1CCC(Cc2ccccc2)CC1)C(F)(F)F (stereo not drawn)	-1	-1	-2	-6	-4	-1	-0.6	1	-0.1	-1.1
CN(C(=O)c1ccc(NC(=O)Cc2ccc(NC(=O)C3CCN(C(=O)C4CCCCC4)CC3)cc2)cc1)C1CCCC1	-3	6	3	4	2	-8	-1.1	1	-0.2	-0.7
Cc1ccc(N2C(=O)C3C4C=CC(CC4)C3C2=O)cc1Cl (stereo not drawn)	1	-1	2	9	-11	-8	-1.4	-1	-0.6	-2.1
COc1ccc(N2C(=O)CSC2c2ccncc2)cc1 (stereo not drawn)	3	-2	-1	5	-10	-7	2.5	-3	-1.0	-1.7

Compound activity (PubChem)
